Fibroblast inh – blocks proliferation of human lung fibroblasts; LL 47 human lung fibroblast viability, ATP luminescence; active compounds read low; viability, % at 10 µM; hit rate 1.1% among 85,000;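 active means viability at or below 50% in the single dose screen; inactive means viability above 50%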;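 further: compound exposure lasted 72 h before the ATP readout; 100% = median luminescence of untreated cell-only wells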
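Test system: LL 47 human lung fibroblasts / Quantity: 1,150 cells in each well / Medium: IMEM growth medium with 15% fetal bovine serum / Incubation: 72 h compound exposure at 37 °C after overnight plating / Detection: CellTiter-Glo luminescence measuring cellular ATP / Read-out: % viability versus median cells-only luminescence / Benchmarks: cell-only wells, no compound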
HUVEC inhibit – inhibitors of human endothelial cell proliferation; HUVEC proliferation, CellTiter-Glo luminescence, 72 h; active compounds read low; viability, % at 10 µM (by protocol); hit rate 1.1% among 86,000; AID 648;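 active means viability at or below 30%; inactive means viability above 30%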;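 further: 100% = median luminescence of DMSO-only cell control wells on each plate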
ERa coact pot – enhances coactivator binding to human estrogen receptor alpha; P03372; TR-FRET ERalpha-LBD/SRC-Cy5 coactivator binding, 2 h; 100 = basal binding, no effect; coactivator binding (% of control), % at 25.6 µM; hit rate 1.3% among 86,000; in the data active means activity above about 200%;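 further: binding measured in presence of low estradiol as agonist stimulus; 0% = peptide alone without receptor and 100% = receptor with peptide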
Target sequence (P03372 whole entry, looked up, the tested form may be a part): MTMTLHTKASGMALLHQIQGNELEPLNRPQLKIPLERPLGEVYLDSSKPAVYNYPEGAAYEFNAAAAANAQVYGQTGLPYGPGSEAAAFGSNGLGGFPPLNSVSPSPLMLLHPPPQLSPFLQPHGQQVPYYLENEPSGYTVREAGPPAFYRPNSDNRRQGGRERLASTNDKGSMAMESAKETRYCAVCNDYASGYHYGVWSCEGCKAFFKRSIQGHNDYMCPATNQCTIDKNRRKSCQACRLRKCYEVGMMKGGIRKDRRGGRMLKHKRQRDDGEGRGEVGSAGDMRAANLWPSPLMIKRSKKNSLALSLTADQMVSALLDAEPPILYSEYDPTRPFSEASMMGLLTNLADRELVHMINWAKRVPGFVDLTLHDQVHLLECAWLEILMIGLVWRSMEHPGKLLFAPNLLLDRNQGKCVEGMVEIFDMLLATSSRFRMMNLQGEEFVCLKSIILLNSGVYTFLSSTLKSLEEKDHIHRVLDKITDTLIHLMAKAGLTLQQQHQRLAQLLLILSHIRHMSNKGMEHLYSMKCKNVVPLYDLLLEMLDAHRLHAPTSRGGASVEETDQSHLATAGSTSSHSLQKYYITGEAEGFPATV
ERb coact inh – ER-beta (human) coactivator binding inhibition; Q92731; TR-FRET ER-beta LBD / SRC1-Cy5 peptide binding; receptor agonist-loaded with 1 µM estradiol; inhibition, % at 25.6 µM; hit rate 1.3% among 86,000; AID 633;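 active means compounds whose percent inhibition of the receptor-coactivator binding signal exceeds about 50% in the single-dose screen, limit read from the data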;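 further: 0% = receptor plus peptide wells without compound and 100% = peptide-only wells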
MT1-MMP txn act – activates MT1-MMP transcription; HT1080 MT1-MMP promoter luciferase reporter, luminescence, overnight; active compounds read high; activation factor at 10 µM; hit rate 0.16% among 86,000; AID 750;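 active means activation factor of at least 2 for MT1-MMP transcription at 10 µM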
CD11b adhes enh – increases human CD11b/CD18 adhesion to fibrinogen | AID 1499 | K562 CD11b/CD18 adhesion to fibrinogen, ATPlite luminescence | activation, % at 10 µM | P05107+P11215 | hit rate 0.07% among 93,000;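 active means 10 µM primary screen giving 50% or more activity, confirmed by 40% or more on retest at that dose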; further: strong numbers were not always called active; reference of the scale not given here
H69AR inhibit – growth inhibitors of human H69AR lung tumor cells | H69AR lung tumor viability, ATP luminescence, 72 h; active compounds read low | viability, % at 10 µM | hit rate 6% among 85,000;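 active means viability at or below 40%; inactive means viability above 40%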;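 further: multidrug resistant small cell line overexpressing MRP-1 efflux transporter; 100% = mean luminescence of untreated control wells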
ERa coact inh – ER-alpha (human) coactivator binding inhibition; AID 629; TR-FRET ER-alpha LBD / SRC-1 peptide, estradiol-bound; P03372; hit rate 1.7% among 86,000; inhibition, % at 25.6 µM; in the data active means inhibition above about 50%;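 further: 0% = receptor plus peptide control and 100% = peptide only without receptor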
Smad3 FoxH1 inh – blocks human Smad3 binding to FoxH1 peptide; P84022; TR-FRET Smad3/Dy647-FoxH1 peptide binding, europium anti-His; inhibition, % at 25 µM; hit rate 0.29% among 88,000; AID 630;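 active means compounds that reduce the energy-transfer binding signal between the protein and its labelled peptide by more than half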;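 further: 0% = Smad3 plus labelled peptide maximal FRET and 100% = peptide-only background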
Target sequence (P84022 whole entry, looked up): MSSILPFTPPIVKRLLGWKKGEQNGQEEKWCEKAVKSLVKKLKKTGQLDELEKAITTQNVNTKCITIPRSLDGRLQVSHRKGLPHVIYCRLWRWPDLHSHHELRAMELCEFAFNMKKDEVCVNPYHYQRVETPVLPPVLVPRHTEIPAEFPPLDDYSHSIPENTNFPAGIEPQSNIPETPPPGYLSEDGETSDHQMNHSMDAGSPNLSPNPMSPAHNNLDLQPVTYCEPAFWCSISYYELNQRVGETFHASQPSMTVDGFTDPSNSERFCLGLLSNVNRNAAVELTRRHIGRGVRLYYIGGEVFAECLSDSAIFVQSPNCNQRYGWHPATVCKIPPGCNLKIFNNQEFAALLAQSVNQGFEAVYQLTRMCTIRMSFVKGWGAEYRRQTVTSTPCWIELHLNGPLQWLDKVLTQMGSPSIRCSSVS
* marks the source's active call; other numbers are inactive results; nt = no result given; [ ] = another dose, or the depositor's remark. A portion of the library, so the mix of outcomes need not match the whole.

[1] COc1cccc(C(C(=O)NC2CCCCC2)N(CC2CCCO2)C(=O)CNC(=O)c2ccco2)c1 (centres undefined)
[2] CCOC(=O)N1CCC(N2Cc3cccc(C(=O)Nc4cc(F)ccc4F)c3C2=O)CC1
[3] Clc1ccccc1CN(Cc1ccccc1)C(c1cccs1)c1nnnn1C1CCCC1 (centres undefined)
[4] COc1ccc(CCCc2nnc(SCC(=O)Nc3nccs3)n2C)cc1C
[5] CCN(CC)c1cc(Oc2ccccc2)ncn1
[6] Cc1cnc(C(=O)Nc2ccccc2F)cn1
[7] CCOC(=O)N1CCN(CC(O)COCc2ccccc2)CC1 (centres undefined)
[8] COC(=O)c1cc(Br)c(=O)n(CCN2CCCCC2)c1

Compound | 1 | 2 | 3 | 4 | 5 | 6 | 7 | 8
Fibroblast inh | 99 | 97 | 91 | 101 | 95 | 100 | 94 | 101
HUVEC inhibit | 97 | 80 | 85 | 96 | 102 | 99 | 103 | 101
ERa coact pot | 99 | 104 | 93 | 102 | 96 | 102[fluorescence artefact?] | 114[fluorescence artefact?] | 129
ERb coact inh | 9[fluorescence artefact?] | 2[fluorescence artefact?] | -3 | -19[fluorescence artefact?] | -6 | 21 | -6[fluorescence artefact?] | -9
MT1-MMP txn act | 1.3 | 1.1 | nt | 1.1 | 1.4 | 1.5 | 1 | 1
CD11b adhes enh | nt | 0 | -6 | 11 | -1 | -2 | -5 | -4
H69AR inhibit | 98 | 62 | 83 | 100 | 98 | 101 | 81 | 100
ERa coact inh | 6 | 11 | -6 | -19 | -12 | -6 | -2 | -3
Smad3 FoxH1 inh | -3 | 13 | 4 | 12[fluorescence artefact?] | 8 | 0 | 15[fluorescence artefact?] | 13

[9] CCN(CC)C(=O)CN(c1ccc(F)c(Cl)c1)S(C)(=O)=O
[10] COC(=O)C(NC(=O)C(NC(=O)c1ccccc1)C(C)C)C(C)C (centres undefined)
[11] CCOc1ccc2[nH]c(=O)c(CN(CCN3CCOCC3)Cc3nnnn3C(C)(C)CC)cc2c1
[12] O=C(NC1CCCc2ccccc21)C1CCN(S(=O)(=O)c2cccc3nonc23)CC1 (centres undefined)
[13] Cc1nc2oc3c(NCc4ccccn4)ncnc3c2c2c1COC(C)(C)C2
[14] COCC(C)n1c(SCc2nc(N)nc(Nc3ccccc3C)n2)nc2ccccc2c1=O (centres undefined)
[15] Cc1ccc(S(=O)(=O)N2CCOCC2)c2nsnc12
[16] COc1cc(CNC2CCCCCC2)cc(OC)c1O

Compound | 9 | 10 | 11 | 12 | 13 | 14 | 15 | 16
Fibroblast inh | 111 | 94 | 89 | 100 | 92 | 88 | 94 | 97
HUVEC inhibit | 98 | 100 | 88 | 109 | 92 | 89 | 93 | 94
ERa coact pot | 104[fluorescence artefact?] | 107 | 98 | 159 | 120 | 101 | 89 | 131
ERb coact inh | -5 | -15 | 4 | 43[fluorescence artefact?] | -13 | -10 | 1 | -3[fluorescence artefact?]
MT1-MMP txn act | 1.2 | 1 | 1.1 | nt | 1.1 | nt | 1.1 | 1.2
CD11b adhes enh | -8 | 1 | -7 | -3 | nt | -4 | -2 | -6
H69AR inhibit | 89 | 101 | 74 | 73 | 81 | 78 | 93 | 98
ERa coact inh | -9 | -7[fluorescence artefact?] | 6 | 14 | -6 | -10 | 4 | -12
Smad3 FoxH1 inh | -4 | 7 | -6 | 0 | 2 | -3 | -1 | 9

[17] CSc1ccc2[nH]c(=O)cc(C)c2c1
[18] CCCOc1ccc(C(CC(=O)O)NC(=O)c2cccs2)cc1 (centres undefined)
[19] C/C(CC1(O)/C(=N/O)CCc2nonc21)=N\O (centres undefined)
[20] CCOC(=O)Nc1ccc(S(=O)(=O)N2CCOCC2)cc1
[21] COC(=O)Cn1cnc2c1c(=O)n(C)c(=O)n2C
[22] c1ccc2nc3[nH]cnc3nc2c1
[23] COC(=O)C1=C(C(=O)c2ccccc2)C(c2ccc(OC)c(OC)c2)Nc2nnnn21 (centres undefined)
[24] CCOC(=O)c1c(NC(=O)CCC(=O)N2CCOCC2)sc2c1CC(C)(C)OC2

Compound | 17 | 18 | 19 | 20 | 21 | 22 | 23 | 24
Fibroblast inh | 103 | 96 | 99 | nt | 105 | 92 | 109 | 97
HUVEC inhibit | 55 | 92 | 96 | 106 | 99 | 86 | 100 | 92
ERa coact pot | 105 | 111 | 107 | 124 | 96 | 109 | 118 | 106
ERb coact inh | 0[fluorescence artefact?] | 0[fluorescence artefact?] | -6[fluorescence artefact?] | -4 | 25 | -5 | -17 | -4
MT1-MMP txn act | 1.1 | 1.2 | 1.2 | 1.1 | 1.3 | 1.1 | 1.3 | 1
CD11b adhes enh | -5 | -2 | -4 | 2 | nt | -3 | -6 | nt
H69AR inhibit | 95 | 96 | 91 | 97 | 93 | 73 | 96 | 72
ERa coact inh | 0 | 3[fluorescence artefact?] | 8 | 5 | 21 | -4 | -17 | -6
Smad3 FoxH1 inh | 5 | 0 | 8 | 1 | 2 | 8 | -5 | 10

[25] Cc1nn(-c2ccccc2)c(Cl)c1C1C(C#N)=C(N)OC2=C1C(=O)CCC2 (centres undefined)
[26] CS(=O)(=O)N(CC(=O)N1CCN(c2ccccc2F)CC1)C1CCCCC1
[27] CC1=C(C(=O)Nc2ccc(C)cc2)C(c2ccco2)NC(=O)N1 (centres undefined)
[28] Cc1cc(C)n2nc(C(=O)NCc3ccco3)nc2n1
[29] CC(C)(C)c1cc(CCC(=O)N2CCNCC2)c(C(C)(C)C)cc1O
[30] O=C(NCC1CCCO1)C1CCCN(S(=O)(=O)c2cccc3nsnc23)C1 (centres undefined)
[31] COc1cc(/C=c2\sc3nc(-c4ccncc4)nn3c2=O)ccc1OC(C)=O
[32] COC(=O)c1ccc(CSc2ccc3nnc(-c4ccc(OC)c(OC)c4)n3n2)o1

Compound | 25 | 26 | 27 | 28 | 29 | 30 | 31 | 32
Fibroblast inh | 92 | 106 | 98 | 96 | 96 | 100 | 102 | 94
HUVEC inhibit | 102 | 107 | 94 | 93 | 106 | 94 | 86 | 87
ERa coact pot | 109 | 90 | 97 | 125 | 103 | 106 | 59[fluorescence artefact?] | 113
ERb coact inh | -2 | 15 | 1 | -4 | -22 | -14 | 45[fluorescence artefact?] | 4
MT1-MMP txn act | 1.1 | 1.2 | 1.1 | 1.1 | 1.1 | 1.1 | 1.2 | 0.9
CD11b adhes enh | 0 | nt | nt | nt | -6 | -4 | -4 | nt
H69AR inhibit | 47 | 95 | 80 | 85 | 100 | 92 | 43 | 66
ERa coact inh | -1 | -7 | -6 | -2 | -10 | 1[fluorescence artefact?] | 68* | 1
Smad3 FoxH1 inh | -10 | -10 | 0 | 0 | 6 | 9 | 84*[fluorescence artefact?] | -7

Some of the entries so far, with two lines to a compound.
Under each structure – Fibroblast inh, HUVEC inhibit, ERa coact pot, ERb coact inh, MT1-MMP txn act, CD11b adhes enh, H69AR inhibit, ERa coact inh, Smad3 FoxH1 inh
[6] Cc1cnc(C(=O)Nc2ccccc2F)cn1
  100, 99, 102[fluorescence artefact?], 21, 1.5, -2, 101, -6, 0
[7] CCOC(=O)N1CCN(CC(O)COCc2ccccc2)CC1 (centres undefined)
  94, 103, 114[fluorescence artefact?], -6[fluorescence artefact?], 1, -5, 81, -2, 15[fluorescence artefact?]
[8] COC(=O)c1cc(Br)c(=O)n(CCN2CCCCC2)c1
  101, 101, 129, -9, 1, -4, 100, -3, 13
[9] CCN(CC)C(=O)CN(c1ccc(F)c(Cl)c1)S(C)(=O)=O
  111, 98, 104[fluorescence artefact?], -5, 1.2, -8, 89, -9, -4
[10] COC(=O)C(NC(=O)C(NC(=O)c1ccccc1)C(C)C)C(C)C (centres undefined)
  94, 100, 107, -15, 1, 1, 101, -7[fluorescence artefact?], 7
[11] CCOc1ccc2[nH]c(=O)c(CN(CCN3CCOCC3)Cc3nnnn3C(C)(C)CC)cc2c1
  89, 88, 98, 4, 1.1, -7, 74, 6, -6
[12] O=C(NC1CCCc2ccccc21)C1CCN(S(=O)(=O)c2cccc3nonc23)CC1 (centres undefined)
  100, 109, 159, 43[fluorescence artefact?], nt, -3, 73, 14, 0
[13] Cc1nc2oc3c(NCc4ccccn4)ncnc3c2c2c1COC(C)(C)C2
  92, 92, 120, -13, 1.1, nt, 81, -6, 2
[14] COCC(C)n1c(SCc2nc(N)nc(Nc3ccccc3C)n2)nc2ccccc2c1=O (centres undefined)
  88, 89, 101, -10, nt, -4, 78, -10, -3

Continued:
[33] O=C1Nc2ccccc2C(O)(C(=O)N2CCCCC2)N1c1ccccc1 (centres undefined)
[34] O=C1C=C(NCc2ccccc2)C2(CCCCC2)O1
[35] Cc1sc2ncnc(NCCN3CCOCC3)c2c1C
[36] O=C(CSc1nnnn1-c1ccc(F)cc1)Nc1nc2ccccc2s1
[37] Cc1ccc(C)c(N=C2NC(=O)CS2)c1
[38] CCCCOC(=O)C(C)Nc1n[nH]c(=S)[nH]c1=O (centres undefined)
[39] Cc1onc(-c2ccccc2)c1C(=O)Oc1cccnc1
[40] O=C(NCc1ccco1)c1cc2ccccc2o1

Compound | 33 | 34 | 35 | 36 | 37 | 38 | 39 | 40
Fibroblast inh | 114 | nt | 82 | 90 | 92 | 102 | 99 | 98
HUVEC inhibit | 105 | 102 | 90 | 97 | 95 | 94 | 84 | 100
ERa coact pot | 112 | 122 | 101 | 134 | 132 | 90 | 100 | 104
ERb coact inh | -3[fluorescence artefact?] | -3 | -10 | 5 | -4 | -2 | -1 | 3
MT1-MMP txn act | 0.9 | 1.1 | 1 | 1.2 | 1.2 | 1.3 | 1 | 1.1
CD11b adhes enh | -1 | -2 | -6 | nt | 0 | -2 | 4 | -1
H69AR inhibit | 92 | 93 | 68 | 99 | 99 | 95 | 90 | 91
ERa coact inh | 3 | -2 | -11 | 26 | -4[fluorescence artefact?] | 4 | -12 | -10
Smad3 FoxH1 inh | 4 | -1 | 16 | -1 | -1 | -3 | 5 | -3[fluorescence artefact?]

[41] CC(=O)c1cnc2nc(C(F)(F)F)nn2c1C
[42] COCCNC(=O)CN1C(=O)CSc2ncccc21
[43] COc1ccccc1C(=O)N/C(N)=N/c1nc2ccccc2o1
[44] CN1CCN(C(=O)c2cc(-c3ccco3)on2)CC1
[45] Cc1ccccc1N1CCN(CCN2C(=O)CC(=C3c4ccccc4-c4ccccc43)C2=O)CC1
[46] O=C1Nc2ccccc2OC1CC(=O)N1CCCC1 (centres undefined)
[47] COC(=O)CSc1nnc(-c2ccoc2C)n1-c1ccc(OC)cc1
[48] CCCC(=O)c1cc2ccccc2oc1=O
[49] CCn1c2ccccc2c2nc3ccccc3nc21

Compound | 41 | 42 | 43 | 44 | 45 | 46 | 47 | 48 | 49
Fibroblast inh | 108 | 102 | 102 | 106 | 94 | 102 | 92 | 107 | 90
HUVEC inhibit | 97 | 101 | 59 | 93 | 74 | 111 | 99 | 89 | 103
ERa coact pot | 112 | 136 | 150[fluorescence artefact?] | 114 | 110 | 103 | 108 | 89 | 94[fluorescence artefact?]
ERb coact inh | 9 | -6 | -1 | -2 | 3 | 3 | 2 | 6[fluorescence artefact?] | 0
MT1-MMP txn act | 1 | 1.1 | 1.7 | nt | 1.3 | 1.1 | 1.1 | 1 | 1.3
CD11b adhes enh | -2 | nt | 15 | -4 | nt | -3 | 1 | 2 | 6
H69AR inhibit | 100 | 92 | 15* | 106 | 70 | 83 | 91 | 83 | 85
ERa coact inh | -20 | -9 | -6 | -7 | -8 | 3 | 3 | 27 | -2
Smad3 FoxH1 inh | -3 | 0 | -3 | 12 | 6 | 6 | 21 | 15 | 6

Screening results deposited in PubChem by several laboratories.
